Screening results as filed in PubChem BioAssay.
Apaf-1 inh – inhibitors of human Apaf-1 apoptosome, primary screen, biochemical, DEVD-Rh110 fluorescence, uHTS | Apoptotic protease-activating factor 1 (Homo sapiens), O14727 | reconstituted apoptosome caspase-3 activity | inhibition, % at 20 µM | hit rate 0.71% among 330,000 | AID 489030, 2010; active = inhibition of at least 40% at 20 µM;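 also: plate controls were DMSO wells for no effect and DEVD-CHO caspase inhibitor wells for full effect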
Target sequence (O14727 whole entry, looked up): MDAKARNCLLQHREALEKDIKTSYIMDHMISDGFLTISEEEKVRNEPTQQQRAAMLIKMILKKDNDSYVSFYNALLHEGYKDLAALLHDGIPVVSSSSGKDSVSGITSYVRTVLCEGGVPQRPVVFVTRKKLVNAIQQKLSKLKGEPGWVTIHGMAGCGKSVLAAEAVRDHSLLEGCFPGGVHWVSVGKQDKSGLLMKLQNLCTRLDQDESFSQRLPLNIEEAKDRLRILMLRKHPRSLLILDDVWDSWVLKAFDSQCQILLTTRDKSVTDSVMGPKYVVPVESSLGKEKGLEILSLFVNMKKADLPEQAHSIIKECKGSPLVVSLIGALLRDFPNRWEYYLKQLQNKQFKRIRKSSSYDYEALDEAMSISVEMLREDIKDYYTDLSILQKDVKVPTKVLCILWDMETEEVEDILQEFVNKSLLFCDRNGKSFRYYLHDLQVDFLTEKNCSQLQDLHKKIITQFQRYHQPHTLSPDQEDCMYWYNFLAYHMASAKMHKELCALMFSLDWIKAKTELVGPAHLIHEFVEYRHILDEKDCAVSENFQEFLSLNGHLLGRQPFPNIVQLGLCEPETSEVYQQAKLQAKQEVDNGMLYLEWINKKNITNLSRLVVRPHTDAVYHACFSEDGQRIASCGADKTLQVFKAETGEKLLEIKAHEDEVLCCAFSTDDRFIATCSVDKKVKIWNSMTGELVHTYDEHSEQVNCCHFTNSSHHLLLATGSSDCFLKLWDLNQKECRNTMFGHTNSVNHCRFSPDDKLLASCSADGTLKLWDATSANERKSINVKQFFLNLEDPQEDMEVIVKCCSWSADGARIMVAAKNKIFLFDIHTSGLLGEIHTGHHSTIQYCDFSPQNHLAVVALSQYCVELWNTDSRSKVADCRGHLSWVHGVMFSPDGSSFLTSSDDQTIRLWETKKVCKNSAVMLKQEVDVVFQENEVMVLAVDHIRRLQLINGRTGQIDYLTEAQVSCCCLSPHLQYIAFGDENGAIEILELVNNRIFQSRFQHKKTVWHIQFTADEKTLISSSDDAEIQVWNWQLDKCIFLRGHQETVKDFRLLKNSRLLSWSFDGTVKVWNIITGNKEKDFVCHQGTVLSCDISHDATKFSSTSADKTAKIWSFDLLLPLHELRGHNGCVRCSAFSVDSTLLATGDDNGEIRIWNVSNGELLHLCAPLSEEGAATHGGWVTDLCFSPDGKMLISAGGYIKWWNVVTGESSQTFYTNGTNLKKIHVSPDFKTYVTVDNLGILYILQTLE
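Material: reconstituted apoptosome with Apaf-1, cytochrome c, caspase-9, procaspase-3, dATP. Technique: Rh110 fluorescence intensity. Buffer or medium: pH 7.5 Hepes buffer with CHAPS, BSA, DTT. Times: 30 min plus 50 min, RT.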
tim10-1 inh – growth inhibitors of tim10-1 mutant yeast, primary screen, luminescence, uHTS; S. cerevisiae tim10-1 ts strain growth, BacTiter-Glo, 24 h; hit rate 2.2% among 330,000; inhibition, % at 20 µM;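 active = inhibition of at least 40%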;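 also: mutant grown at 25 °C; 0% = DMSO wells with yeast and 100% = wells holding no yeast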
hIAP inh – human IAP inhibitors, primary screen, biochemical, luminescence, uHTS; purified IAP, CDP-Star luminescence, 30 min; inhibition, % at 10 µM; hit rate 0.12% among 330,000;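 active = inhibition reaching a set limit with compound at 10 µM in the primary screen, cut at about 35% in these data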;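 also: plate controls were DMSO wells with enzyme for no effect and no-enzyme buffer wells for full effect; values of inactives mirror those of a sister screen read the other way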
TIM10 inh – growth inhibitors of isogenic TIM10 control yeast, primary screen, counter-screen for tim10-1 yeast inhibitor project, luminescence, uHTS; S. cerevisiae TIM10 strain growth, BacTiter-Glo luminescence, 24 h; hit rate 1.4% among 330,000; inhibition, % at 10 µM;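 active = inhibition of 40% or more at the single tested concentration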;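 also: wild-type TIM10 isogenic control strain grown at permissive 25 °C; 0% = DMSO yeast wells and 100% = minimal medium wells without yeast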
mIAP activ – activators of mouse IAP, primary screen, biochemical, luminescence, uHTS; muIAP, CDP-Star luminescence, 30 min; hits give high values; 1 = vehicle-only enzyme signal, 0 = enzyme-free wells; activation factor at 10 µM; hit rate 0.24% among 330,000; AID 2805, 2010;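 active = activation factor of at least 2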; also: the source names both 10 and 20 µM as test concentration; values of inactives mirror those of a sister screen read the other way
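System: mouse IAP enzyme. Reagent: CDP-Star chemiluminescent phosphatase substrate. Benchmarks: DMSO wells, no-enzyme wells. Times: 30 min enzyme-substrate-compound incubation at room temperature. Detection: luminescence from enzymatic CDP-Star hydrolysis. Doses: test compounds delivered from DMSO solution.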
mIAP inh – inhibitors of mouse IAP, primary screen, biochemical, luminescence, uHTS; intestinal alkaline phosphatase [Mus musculus]; purified mouse IAP, CDP-Star luminescence, 30 min; inhibition, % at 10 µM; hit rate 0.2% among 330,000; AID 2806, 2010;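 active = inhibition of at least 40% at 10 µM in the primary screen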;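 also: plate controls were DMSO with enzyme for no effect and no enzyme wells for full effect; values of inactives mirror those of a sister screen read the other way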
ATG4B inh – ATG4B protease inhibitors, primary screen, biochemical, fluorescence, uHTS; hit rate 0.51% among 340,000; inhibition, % at 8.33 µM; Cysteine protease ATG4B (Homo sapiens), Q9Y4P1; ATG4B cleavage of LC3-PLA2, NBD-HPC fluorescence, 1 h; in the data active = inhibition above about 40%
hIAP activ – human IAP activators, primary screen, biochemical, luminescence, uHTS | AID 2524, 2010 | purified human IAP, CDP-Star luminescence, 30 min; hits give high values; 1 = vehicle-only enzyme, 0 = enzyme-free background | hit rate 0.16% among 330,000 | Intestinal-type alkaline phosphatase (Homo sapiens), P09923 | activation factor at 10 µM;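 active = activation factor of the enzyme at least 2-fold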; also: the source names both 10 and 20 µM as test concentration; values of inactives mirror those of a sister screen read the other way
NLRP3 yeast inh – NALP3 inflammasome inhibitors in reconstituted yeast, primary screen, luminescence, uHTS; AID 2825, 2010; hit rate 0.39% among 330,000; Yeast reconstituted NLRP3/ASC/caspase-1, beta-gal luminescence, 24 h; inhibition, % at 10 µM;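 active = inhibition of 50% or more; inactive = inhibition below 50%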;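 also: plate controls were induced DMSO wells for no effect and uninduced yeast grown without galactose for full effect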
* marks the source's active call; other numbers are inactive results; . = no result given.

SMILES	Apaf-1 inh	tim10-1 inh	hIAP inh	TIM10 inh	mIAP activ	mIAP inh	ATG4B inh	hIAP activ	NLRP3 yeast inh
COc1c(C(=O)NCCSC(C)(C)C)ccc2ccccc12	20	3	3	-7	1.1	-6	-4	0.97	8
CCCOC(=O)Nc1ccc(C(N)=O)cc1	-5	7	-9	16	0.95	5	-5	1.1	-3
COc1cccc(NC(=O)c2ccc(NC(=O)C(C)C)cc2)c1	-1	4	-2	18	1	0	-1	1	10
Cc1cc(C)n(CCN(C)C(=O)CCc2nnc(CCC3CCCCC3)o2)n1	-9	15	-1	21	0.99	1	-11	1	-2
CCCCc1n[nH]c(=S)n1Cc1ccc(C)cc1	2	31	-52	14	1	-1	-7	1.5	21
CN(CCOc1ccc(Cl)cc1)C(=O)C1CCN(C(=O)c2ccc(Cl)cc2)CC1	27	18	-30	-1	0.95	5	9	1.3	13
CCn1c(SCC(=O)NCC2CCCO2)nc2c(c1=O)SCC2 (centres undefined)	7	10	8	6	0.99	1	-1	0.92	14
COc1ccc(S(=O)(=O)NNC(=O)C23CC4CC(CC(C4)C2)C3)cc1	-1	19	-1	14	0.99	1	5	1	17
O=C(NCc1ccc2c(c1)OCO2)C1CCN(S(=O)(=O)N2CCCCC2)CC1	-7	6	-12	12	0.97	3	6	1.1	2
Cc1ccccc1C(=O)NCc1nnc(SCC(=O)N2CCN(c3ccccc3)CC2)n1C	-1	19	2	-2	0.97	3	-6	0.98	4
c1ccc2oc(SCc3cn4ccsc4n3)nc2c1	3	27	4	1	1	0	-17	0.96	33
CC(C)C12CN3CC(C(C)C)(CN(C1)C3c1ccc3c(c1)OCO3)C2=O (centres undefined)	6	35	1	17	1.1	-9	-2	0.99	16
O=C(CN(CC1CCCO1)C(=O)CNS(=O)(=O)c1ccc(F)cc1)NC1CCCCC1 (centres undefined)	-5	0	-3	7	0.93	7	-6	1	12
CCOc1ccccc1C(=O)NCCCn1ccnc1	0	0	8	13	1	-2	-3	0.92	-18
Cc1ccc(C(=O)NCCc2n[nH]c(=S)n2C)cc1	-12	5	-10	7	0.95	5	0	1.1	-6
O=C1CC(C(=O)Nc2cccc3ccccc23)C2(CCCC2)O1 (centres undefined)	2	8	9	15	1.1	-9	-13	0.91	-1
CCN(CC(=O)Nc1cc(Cl)ccc1C)C(=O)Cn1c(=O)cnc2ccccc21	0	1	0	1	1	-1	10	1	8
Cc1cc(C)c2c(c1)C(=O)/C(=C/c1ccc(C(=O)O)cc1)CC2	7	9	-9	-10	0.97	3	-3	1.1	14
O=c1[nH]c2ccc(Cl)cc2c(-c2ccccc2)c1SC(=S)N1CCOCC1	8	24	15	17	0.84	16	-22	0.85	18
CCCCn1c(NCc2ccc3c(c2)OCO3)nc2ccccc21	1	17	-2	5	1	-3	-5	1	8
COc1ccc(/C=N/NC(=O)CCn2cnc(-c3ccccc3)c2-c2ccccc2)cc1OC	14	9	10	19	1	0	-15	0.9	-4
Cc1csc(=O)n1CC(=O)OCc1nnc(-c2ccc(Cl)cc2)o1	9	4	17	-5	1.1	-6	3	0.83	9
COc1ccc(NS(=O)(=O)c2ccc(NC(=O)C(C)(C(F)(F)F)C(F)(F)F)cc2)nn1	-4	5	-16	10	1	-1	-13	1.2	2
CCCn1c(C)cc(C(=O)COC(=O)c2ccc[nH]c2=O)c1C	1	21	-15	6	1.1	-13	8	1.1	9
c1ccc(CN2CCN(c3ncnc4c3[nH]c3ccccc34)CC2)cc1	13	4	-13	17	1.2	-18	22	1.1	17
O=C(Nc1ccc(F)cc1)c1ccc(S(=O)(=O)NCC2CCCO2)cc1 (centres undefined)	-14	-5	1	-3	1	-3	1	0.99	7
COc1cc(CC(=O)OCC(=O)c2ccc3c(c2)OCCO3)cc(OC)c1OC	4	20	-27	11	1.1	-9	-10	1.3	7
C(=N\Nc1ccc(-n2ccnc2)nn1)/c1ccccc1	9	-11	-6	3	1	-2	-11	1.1	19
CCSc1nc2ccccc2n1CC(=O)O	-2	3	1	10	1	-3	-5	0.99	15
CCn1c(SCC(=O)NCc2ccccc2)nnc1C(CO)NC(=O)c1ccccc1 (centres undefined)	-11	1	-20	-7	0.97	3	-7	1.2	3
CCc1nnc(NC(=O)c2cccc(S(=O)(=O)N3CCN(C(C)=O)CC3)c2)s1	-19	-4	6	0	0.89	11	6	0.94	12
Cc1ccc(C)c(Nc2c([N+](=O)[O-])cc(C(=O)N3CC(=O)Nc4ccccc43)cc2[N+](=O)[O-])c1	22	29	-4	11	0.86	14	-6	1	22
CCNC(=O)N(C(=O)NCC)n1c(C)nnc1C	-10	-2	13	0	0.87	13	-3	0.87	1
CSc1ccc(S(=O)(=O)Nc2ccc(NC(C)=O)cc2)cc1	6	-4	-6	4	1	0	-5	1.1	15
CCOC(=O)C1=C(CN2CCN(c3ccc(F)cc3)CC2)NC(=O)NC1c1cccs1 (centres undefined)	41*	38	-6	9	1.1	-6	-15	1.1	0
CC1=CS(=O)(=O)CC1SC(=S)N(C)C1CCS(=O)(=O)C1 (centres undefined)	0	-2	-1	-4	0.91	9	3	1	3
CO/N=C/NC(=O)c1c(OC)ccnc1Oc1ccc(F)cc1	-8	3	11	9	1	-3	2	0.89	7
NC(=O)C1CCN(C(c2ccccc2Cl)c2nnnn2CC2CCCO2)CC1 (centres undefined)	-1	6	2	0	1	0	1	0.98	-2
Cc1nn(CCC(=O)O)c2nc(-c3cccnc3)cc(C(F)(F)F)c12	-1	12	-13	-8	1	-1	-8	1.1	4
CCCc1oc(C(=O)O)cc1CN	-6	4	-9	-4	1	-1	16	1.1	15
COc1ccc(Cn2c(S(=O)(=O)CC(N)=O)nc3ccccc32)cc1[N+](=O)[O-]	-1	8	-4	16	0.95	5	.	1	-3
O=C(CCC1CCCN(C(=O)c2ccoc2)C1)NCc1ccc(F)c(F)c1 (centres undefined)	-5	-18	-17	3	1.1	-9	1	1.2	18
COc1cc(C(=O)O[C@H]2C/C(C)=C/CC[C@]3(C)O[C@@H]3C(O)C2C(C)C)cc(OC)c1OC (some centres undefined)	11	29	-9	20	1	-2	-17	1.1	13
COc1cccc(CNS(=O)(=O)c2ccc3c(c2)C(C)(C)C(=O)N3C)c1	-4	-5	3	12	1	0	-7	0.97	5
O=c1[nH]c(=O)n(Cc2ccccc2)c2nc(-c3ccc(Oc4ccc(F)cc4)c([N+](=O)[O-])c3)n(CCO)c12	25	9	-25	0	0.97	3	-15	1.3	5
Cc1cccc(CCNC(=O)CCS(=O)(=O)c2ccc3nc(C)sc3c2)c1	1	16	-2	13	0.99	1	-6	1	10
O=C(Nc1ccc(Cl)cc1)C1C2CCCCC21 (centres undefined)	2	7	-10	-6	1.4	-41	0	1.1	7
O=C(CNC(=S)N(CCCN1CCOCC1)Cc1cccs1)NCc1ccc(Cl)cc1	6	13	-186	9	1.1	-8	-4	2.9*	13
Nc1nc2nccc(-c3cccnc3)n2n1	-3	-2	-2	-13	1.1	-6	-12	1	1
Cc1ccc(C(c2nnnn2CS(=O)(=O)c2ccc(C)cc2)N2CCN(c3ncccn3)CC2)cc1 (centres undefined)	18	21	-15	7	0.97	3	-10	1.1	13
CCC(C(=O)Nc1ccc(C(=O)Nc2ccccc2C(=O)O)cc1)c1ccccc1 (centres undefined)	10	12	-17	6	0.89	11	4	1.2	8
Cc1ccc(C)n1-c1sc2c(c1C#N)CCC(C)C2 (centres undefined)	17	30	-15	2	0.98	2	0	1.1	-14
CCOC(=O)C1CCCN(C(=O)C2CCN(S(=O)(=O)c3c(C)noc3/C=C/c3ccccc3F)CC2)C1 (centres undefined)	24	15	-7	-10	0.99	1	6	1.1	20
O=C(CCSc1nc(-c2ccc3c(c2)OCO3)cc(C(F)(F)F)n1)NCc1ccco1	24	17	-22	5	1	-3	-2	1.2	32
COc1ccc(CN(C)CC(O)COC(c2ccc(OC)cc2)c2ccc(OC)cc2)cc1 (centres undefined)	16	12	-25	18	1	0	-4	1.3	20
O=C(NCCN1CCCC1)C(c1ccccc1)c1ccccc1	2	-17	-19	-14	1	-3	-7	1.2	9
CCOC(=O)c1sc(=S)n(CC)c1NC(=O)CC	-3	0	-13	2	1.1	-8	10	1.1	11
CCCCN(C)CCC(=O)Nc1ccc(Cl)cc1	-3	0	10	2	1	-1	2	0.9	5
Cn1c(=O)[nH]c(=O)c2c1nc(NCCN)n2CCOc1ccccc1	11	-6	7	-2	1.1	-10	-15	0.93	14
Cc1cccc(C)c1NS(=O)(=O)c1ccc(-c2ccc(=O)[nH]n2)o1	2	-7	0	-3	1	-1	0	1	13
Additional structures:
SMILES	Apaf-1 inh	tim10-1 inh	hIAP inh	TIM10 inh	mIAP activ	mIAP inh	ATG4B inh	hIAP activ	NLRP3 yeast inh
O=C(CCCn1c(SCC(=O)NCCc2ccccc2)nc2ccccc2c1=O)NCC1CCCO1 (centres undefined)	-15	7	-5	-5	0.88	12	2	1.1	2
O=C(CNC(=O)c1cccs1)NCC(=O)OCc1ccccc1Br	-22	7	0	13	1	-5	11	1	-7
O=C1C2C3C=CC(C4CC34)C2C(=O)N1c1cccc2ccccc12 (centres undefined)	-3	13	-16	0	1	-2	0	1.2	18
COc1ccc(CNc2ncc(-c3ccc(Br)cc3)n2C)cc1OC	-7	-10	10	-23	1.1	-6	-14	0.91	20
CCC(=O)NC(=S)Nc1cc(C(=O)O)ccc1OC	3	-5	13	-2	0.88	12	-1	0.87	18
Cc1cc(C)cc(Nc2nc3ccccc3c(=O)[nH]2)c1	12	9	6	12	1.1	-12	10	0.94	16
COCCN(C(=O)CSc1nc2nc(C)cc(C)n2n1)c1c(N)n(Cc2ccccc2)c(=O)[nH]c1=O	-3	-13	6	14	1	-1	-4	0.94	11
CCOC(=O)N1CCN(C(=O)c2cccn3c(=O)c4cc(Br)ccc4nc23)CC1	8	14	-2	-15	0.96	4	-5	1	6
COc1ccc(S(=O)(=O)Nc2cccc3c2O[C@H](CN(C)Cc2ccncc2)[C@@H](C)CN([C@H](C)CO)C3=O)cc1	4	8	6	14	1.1	-6	-4	0.94	20
CC(=O)N1CCN(C(=O)CCc2c[nH]c3ccccc23)CC1	9	17	-4	-5	1.1	-10	-8	1	-10

A portion from further up, for reference:
SMILES	Apaf-1 inh	tim10-1 inh	hIAP inh	TIM10 inh	mIAP activ	mIAP inh	ATG4B inh	hIAP activ	NLRP3 yeast inh
COCCN(C(=O)CSc1nc2nc(C)cc(C)n2n1)c1c(N)n(Cc2ccccc2)c(=O)[nH]c1=O	-3	-13	6	14	1	-1	-4	0.94	11
CCOC(=O)N1CCN(C(=O)c2cccn3c(=O)c4cc(Br)ccc4nc23)CC1	8	14	-2	-15	0.96	4	-5	1	6
COc1ccc(S(=O)(=O)Nc2cccc3c2O[C@H](CN(C)Cc2ccncc2)[C@@H](C)CN([C@H](C)CO)C3=O)cc1	4	8	6	14	1.1	-6	-4	0.94	20
CC(=O)N1CCN(C(=O)CCc2c[nH]c3ccccc23)CC1	9	17	-4	-5	1.1	-10	-8	1	-10

Not a hit list, and some 4.5% of all compounds hit somewhere here.
